# HT1080 IDH1KD tx – HT-1080 IDH1 knockdown cell toxicity (counter line) | HT-1080 IDH1 knockdown viability, ATP luminescence, 48 h | Potency, µM (titrated, usually from 46.1 µM), without a hit: top-dose activity, negative = toxicity, most hits filed as cytotoxic | actives 2% (n = 360,000) | AID 686971;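 further: potency means the concentration at half of the fitted maximal effect; 0% = DMSO wells and -100% = cell-free medium wells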
#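 IDH1KD HT-1080 cells, 750/well, RPMI + 5% FBS; compound pinned after 2 h settling; 48 h, 37 °C; CellTiter-Glo luminescence; % activity normalised to DMSO and no-cell wells; curves fitted, classed by r2 and efficacy.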
# MCF10A rereplic – induces DNA re-replication in MCF 10a normal breast cells | Potency, µM (doses to about 46.1 µM), for the others: at the top dose activity, positive = re-replication, most hits filed as activators | MCF 10A DNA re-replication, Hoechst nuclear intensity, 48 h | actives 2.9% (n = 350,000) | AID 624296; further: potency means the concentration at half of the fitted maximal effect; % of control where 0% means no effect; nearly all actives have a fitted effect of over 50% in size
# KB-V1 cytotox – kills drug-selected multidrug resistant KB-V1 cells | KB-V1 MDR cells viability, CellTiter-Glo, 72 h | Potency, µM (titrated, usually from 46.1 µM), without a hit: top-dose activity change, negative = cytotoxicity, hits mostly cytotoxic | actives 3.4% (n = 400,000) | AID 1347076; further: potency means the concentration at half of the fitted maximal effect; on the % scale 0 is the no-effect control and ±100 the full control effect; nearly all actives have a fitted effect of over 60% in size
#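 Readout: CellTiter-Glo luminescence, 10 min after addition. Cells: KB-V1 MDR subline, 72 h at 37 degrees C with compound. Analysis: corrected, normalized data fitted to concentration-effect curves.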
# ATXN2 expr inh – ATXN2 expression inhibition. actives 0.72% (n = 360,000). AID 1745845. HEK-293 ATXN2-luciferase reporter, luminescence, 24 h. Potency, µM (series often up to 57 µM), inactives show at the highest dose activity change, negative = inhibition, actives largely listed as inhibitors; further: potency means the concentration at half of the fitted maximal effect; on the % scale 0 is the no-effect control and ±100 the full control effect; nearly all actives have a fitted effect of over 55% in size
#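 qHTS (up to 57 uM final) was run with 24 h compound exposure of reporter cells at 37 °C. Each well was multiplexed: SteadyGlo luminescence measured ATXN2-luciferase expression after a fluorogenic Gly-Phe-AFC viability readout (25 uM final).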
# IL1B secr inh – inhibitors of inflammasome signaling (IL-1 beta secretion) | actives 4.7% (n = 360,000) | THP-1 LPS/ATP IL-1B secretion, AlphaLISA, 16 h; active compounds read low | AID 743279 | activity change, % at 57.5 µM; in the data active means activity change below about -50%; inconclusive means mostly about -30% to -49%; further: on the % scale 0 is the no-effect control and ±100 the full control effect
#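 THP-1 cells pretreated 1 hr with compounds (up to 57.5 uM final), then stimulated with LPS (250 ng/mL final) plus ATP (1.25 mM final); secreted IL-1B measured by AlphaLISA after 16 hr, decreased signal indicating inhibition.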
# KB-3-1 tox – KB-3-1 parental cell cytotoxicity. AID 1347075. actives 1.4% (n = 400,000). Potency, µM (series often up to 46.1 µM), for inactives: at the highest dose activity change, negative = cytotoxic, usual class: cytotoxic. KB-3-1 viability, CellTiter-Glo ATP luminescence, 72 h; further: potency means the concentration at half of the fitted maximal effect; on the % scale 0 is the no-effect control and ±100 the full control effect; nearly all actives have a fitted effect of over 60% in size
#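 KB-3-1 cells, DMEM (no phenol red) + 10% FBS; compound by pin transfer, 72 h, 37 °C. Readout: CellTiter-Glo luminescence after 10 min. Data normalized, curve-fitted.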
# SW480 rereplic – inducers of DNA re-replication in SW480 colon cancer cells; actives 1.8% (n = 340,000); AID 624297; Potency, µM (titrated, usually from 46.1 µM), for the others: at the top dose re-replication activation, actives largely listed as activators; SW480 DNA re-replication, Hoechst DNA content imaging, 48 h; further: potency means the concentration at half of the fitted maximal effect; % of control where 0% means no effect; nearly all actives have a fitted effect of over 55% in size
#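 Per well, 250 cells were exposed to pinned compound for 48 hr. Nuclear DNA was visualised with Hoechst (40 min, 37 C) and total object intensity recorded by fluorescence scanning.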
# HT1080-NT tox – kills 2HG-producing HT-1080-NT fibrosarcoma cells. Potency, µM (top dose mostly 46.1 µM), inactives show at the highest dose activity, negative = less viability, actives largely listed as cytotoxic. AID 686970. HT-1080-NT fibrosarcoma viability, CellTiter-Glo ATP luminescence, 48 h. actives 1.6% (n = 360,000);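 further: NT is the 2HG producing partner of a matched IDH1 knockdown line; potency means the concentration at half of the fitted maximal effect; 0% = DMSO-treated cells and -100% = media-only wells without cells; nearly all actives have a fitted effect of over 55% in size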
#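 Fibrosarcoma NT cells, 750 per well in 5% FBS RPMI, were exposed to compound for 48 hours. Viability: CellTiter-Glo luminescence.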
# S2 tox – viability counter-screen for ATXN expression inhibitors; S2 cells (HEK-293 line with an ATXN2-luciferase reporter) viability, CellTiter-Fluor protease fluorescence, 24 h; Potency, µM (top dose mostly 56.7 µM), most hits filed as cytotoxic; actives 0.49% (n = 400,000); further: potency means the concentration at half of the fitted maximal effect; nearly all actives have a fitted effect of over 40% in size
# * = called active by the depositor; i = inactive; ? = inconclusive; nt = no result given; [ ] = another dose, or the depositor's remark. Unless noted, the call rests on the fitted dose curve; in most records, active means well fitted curve in the direction sought with a large enough effect; inconclusive means small, poorly fitted or top-dose-only effect, or another doubt; inactive means no such curve, though single readings can be large; an effect the other way counts as inactive or inconclusive.
SMILES,HT1080 IDH1KD tx,MCF10A rereplic,KB-V1 cytotox,ATXN2 expr inh,IL1B secr inh,KB-3-1 tox,SW480 rereplic,HT1080-NT tox,S2 tox
c1ccc2c(CN3CCSCC3)cccc2c1,-1%,-3%,1%,nt,-7,1%,-6%,2%,i
Cc1ccc(S(=O)(=O)N2CCN(C(=O)/C=C/c3ccccc3)CC2)cc1C,-1%,17%,-14%,2%,-10,8%,17%,1%,i
O=C(COC(=O)c1ccco1)Nc1ccccc1,0%,3%,5%,3%,25,8%,-1%,7%,i
CCn1c(SCC(=O)N2CCCCC2)nc2c1c(=O)n(C)c(=O)n2C,-6%,-5%,-5%,2%,39,20%,-26%,3%,i
Cc1ccc(C(=O)NC(C)c2ccc3c(c2)OCO3)s1 (stereo unspecified),-1%,2%,?,nt,-1,3%,-54%[inhibitor],6%,i
CC(C)(C)c1ccc(SC2=C[C@@]3(O)CC[C@@H](O)[C@@](Sc4ccc(C(C)(C)C)cc4)(C2=O)[C@H]3O)cc1,15µM*,nt,13µM*,-18%,-90*,?,nt,16µM*,nt
CC[C@@H](C)[C@H](N)C(=O)NC[C@H]1O[C@@H](n2cnc3c(N)ncnc32)[C@H](O)[C@@H]1O,1%,19%,?,-1%,36,-60%,10%,-2%,i
Cc1cc(N2CC(=O)N(CCc3ccccc3)C(=O)C2)n2ncnc2n1,9%,-2%,7%,1%,20,19%,-4%,0%,i
Cc1cccc2nc(-c3cccnc3)c(NCCC(C)C)n12,?,21µM*,?,-3%,-82*,0%,-2%,?,i
CC1CC(C)CN(CCC(=O)Nc2ccc3c(c2)CCC3)C1 (stereo unspecified),-3%,3%,-2%,-15%,-9,0%,0%,-9%,i
CCN1CCN(C(=S)NC(=O)c2cccs2)CC1,?,0%,13%,17%,17,1%,-12%,-19%,i
COc1cccc(CN(C(=O)COc2ccc(C)cc2)C2CCS(=O)(=O)C2)c1 (stereo unspecified),24%,8%,-12%,5%,8,-6%,-11%,3%,i
Cc1ccc(-c2[nH]nc3c2C(c2ccoc2)C(C#N)=C(N)O3)cc1C (stereo unspecified),?,-4%,12%,-19%,-9,-13%,-5%,-13%,i
COc1ccc(/C=N/NC(=O)c2ccccc2)cc1OS(=O)(=O)c1ccccc1,21µM*,21µM*,?,?,-29,?,?,?,?
C=CCn1c(=NC(=O)CN2C(=O)CCC2=O)sc2cc(S(N)(=O)=O)ccc21,-2%,-2%,-8%,10%,-9,3%,9%,-1%,i
C(=C\c1ccccc1)/C=N/n1cnnc1,7%,-1%,1%,2%,14,2%,-18%,4%,i
COC(=O)c1scc(-c2ccc(C)cc2)c1S(=O)(=O)Nc1ccc(F)cc1F,nt,nt,12%,-30%,nt,2%,nt,nt,i
C=CCn1c(C(c2ccccc2)c2ccccc2)n[nH]c1=S,5%,1%,1%,2%,7,8%,1%,10%,i
CC(C)[C@H](CO)Nc1nc(Nc2ccc(Cl)c(C(=O)O)c2)c2ncn(C(C)C)c2n1,0%,8%,-16%,-8%,8,-2%,3%,-2%,i
O=C(Nc1cccc(F)c1)c1ccc(Cn2cc([N+](=O)[O-])cn2)o1,-2%,-1%,13µM*,-20%,-14,-12%,3%,-19%,i
CCOc1ccccc1NC(=O)CSc1nnc2ccc(-c3ccncc3)nn12,2%,0%,-27%,14%,-15,1%,24%,1%,i
N#C/C(=C(/O)c1ccc(F)cc1)c1nc2ccccc2s1,-28%,?,?,-31%,-26,8.2µM*,-1%,-7%,?
CCN(CC)C(=O)CN1C(=O)C(=O)c2ccccc21,5%,-11%,6%,0%,10,-4%,-10%,19%,i
Cc1ccc(Cc2c(-c3ccc(F)cc3)nc3ccc(Br)cn23)cc1,-2%,nt,-19%,25%,4,0%,nt,-4%,i
CC1(C)NC(=O)N(CC(=O)OCC(=O)Nc2cccc(S(N)(=O)=O)c2)C1=O,11%,-12%,17%,nt,4,2%,-112%[inhibitor],16%,i
CCn1cc(C2=NC(CCSC)CO2)c2ccccc21 (stereo unspecified),9%,-1%,-4%,1%,-13,-2%,-3%,-1%,i
Cc1c(N=Cc2ccccn2)c(=O)n(-c2ccccc2)n1C,4%,3%,-1%,2%,10,9%,0%,7%,i
Brc1cccc(OCCN2CCc3ccccc3C2)c1,-4%,10%,-4%,-9%,-1,9%,-21%,-23%,nt
CN(C)c1ccc(CN(CC2CCCO2)C(=O)c2cc3ccccc3o2)cc1 (stereo unspecified),1%,5%,-15%,-12%,-23,-7%,1%,-2%,?
CCOC(=O)Nc1ccc(C)cc1Br,9%,0%,13%,-18%,-9,4%,1%,18%,?
Cn1cnc([N+](=O)[O-])c1Sc1nc(N)nc2c1ncn2C1OC(CO)C(O)C1O (stereo unspecified),1.3µM*,2.1µM*,1.2µM*,-33%,-19,?,5.8µM*,1.3µM*,?
Cc1ccc(NC(=O)C(C)OC(=O)CCNS(=O)(=O)c2ccc(C)cc2)cc1 (stereo unspecified),-2%,1%,-22%,-11%,-8,21%,-4%,0%,i
CCNc1nc(NC(C)C)nc(OCCOC(=O)Nc2ccccc2)n1,1%,12%,3%,24%,-11,6%,5%,2%,i
CC(=O)N1CCCc2cc(S(=O)(=O)N3CCC(C(=O)NCc4ccc(C)cc4)CC3)ccc21,nt,nt,15%,1%,nt,-5%,nt,nt,i
COc1cccc2c1OC1(C)CC2NC(=O)N1c1cccc(C(=O)N2CCN(c3ccccc3)CC2)c1 (stereo unspecified),-11%,0%,-3%,nt,0,14%,91%,-13%,i
N#CNC(=Nc1cccc(F)c1)SCc1ccccc1F,-9%,4.6µM*,?,nt,-12,-1%,3%,-7%,?

# 2 records picked at random from the list so far, as already listed:
SMILES,HT1080 IDH1KD tx,MCF10A rereplic,KB-V1 cytotox,ATXN2 expr inh,IL1B secr inh,KB-3-1 tox,SW480 rereplic,HT1080-NT tox,S2 tox
COc1ccc(/C=N/NC(=O)c2ccccc2)cc1OS(=O)(=O)c1ccccc1,21µM*,21µM*,?,?,-29,?,?,?,?
CC(C)[C@H](CO)Nc1nc(Nc2ccc(Cl)c(C(=O)O)c2)c2ncn(C(C)C)c2n1,0%,8%,-16%,-8%,8,-2%,3%,-2%,i

# Other entries follow:
SMILES,HT1080 IDH1KD tx,MCF10A rereplic,KB-V1 cytotox,ATXN2 expr inh,IL1B secr inh,KB-3-1 tox,SW480 rereplic,HT1080-NT tox,S2 tox
Cc1ccc2c(C(=O)CN3CCN(C(=O)c4ccco4)CC3)c(C)[nH]c2c1,-1%,-3%,-24%,-18%,4,-1%,-27%,-10%,i
Cc1ccc(NC(=O)c2ccccc2NC(=O)c2cccs2)cc1,4%,19%,-11%,-2%,7,9%,-7%,-15%,i
COC(=O)/C=C/S(=O)(=O)c1ccc(NC(C)=O)cc1,-2%,0%,7%,nt,4,-7%,-4%,-2%,nt
COc1cccc(S(=O)(=O)NCC(=O)N2CCCCCC2)c1,7%,5%,4%,nt,12,6%,1%,6%,i
NC(=O)COc1ccc(=O)n(-c2ccccc2)n1,12%,-4%,3%,3%,-14,0%,-13%,12%,i
CCOc1ccccc1NC(=O)CCCc1ccc(OC)c(C)c1,?,21%,-12%,nt,7,?,?,-25%,i
C/C(Nc1ccc(F)cc1)=C(/C#N)C(N)=O,9%,-1%,19%,-11%,-2,19%,-15%,20%,i
Cc1cc(C(=O)CCl)c(C)n1Cc1ccco1,?,?,-18%,?,-97*,-29%,?,?,25µM*
CC1CCCCN1C(=O)COC(=O)c1cc([N+](=O)[O-])ccc1N1CCOCC1 (stereo unspecified),7%,4%,?,-4%,11,0%,-1%,4%,?
CCOC(=O)C1CCCN(C(=S)Nc2ccc(OC)cc2)C1 (stereo unspecified),-1%,-2%,12%,-27%,-11,-5%,4%,-8%,i
CC(Sc1nnc(CNC(=O)c2ccccc2F)n1C)C(=O)Nc1nccs1 (stereo unspecified),1%,-31%,-35%,0%,-24,-7%,-19%,-5%,i
COc1ccc(CNS(=O)(=O)c2c(C)[nH]c(C)c2C(=O)N2CCCCC2)cc1,15%,0%,-2%,-13%,-4,-4%,10%,13%,i
CCn1c(N)c(C(=O)NCC2CCCO2)sc1=S (stereo unspecified),15%,5%,17%,-1%,-18,-6%,2%,4%,?
CC1(C)CC2CC(C)(CN2S(=O)(=O)c2cccc(C(N)=O)c2)C1 (stereo unspecified),-12%,1%,0%,nt,6,1%,-7%,-1%,i
COc1ccc(S(=O)(=O)N2CCC3CC2c2c(-c4ccc(C(F)(F)F)cc4)cccc23)cc1 (stereo unspecified),-22%,nt,24%,0%,10,0%,nt,11%,i
Cc1ccccc1-c1nc(CN2CCC(C(=O)NCc3cccnc3)CC2)c(C)o1,12%,6%,?,2%,-4,-6%,16%,4%,i
O=C(NCc1ccccc1Cl)C1CCC(CNc2c(N3CCOCC3)c(=O)c2=O)CC1 (stereo unspecified),4%,11%,12%,15%,-5,-4%,3%,6%,i
COc1cc(C2/C(=C(/O)c3ccccc3)C(=O)C(=O)N2c2ccccn2)ccc1O (stereo unspecified),17%,-12%,30%,23%[11.3 µM],6,3%,-3%,3%,i
Nc1ccccc1NC(=O)NC(=O)c1ccccc1,1%,1%,-20%,49%[activator],-2,-1%,4%,-1%,i
COc1ccc(-c2coc3c(C(=O)Nc4cccc(C(C)=O)c4)cccc23)c(C)c1,?,nt,6%,?,8,-17%,nt,-19%,i
O=C(N1CCCC1)N1CCN(S(=O)(=O)c2ccccc2)CC1,4%,0%,-2%,1%,20,2%,4%,7%,i
O=C(COc1ccc(F)cc1)N1c2ccccc2CCc2ccccc21,1%,-4%,-7%,nt,-19,-3%,4%,-1%,?
O=C(Nc1cccc(S(=O)(=O)N2CCCCC2)c1)C1CC(=O)N(Cc2ccccc2)C1 (stereo unspecified),3%,11%,16%,-13%,?,?,-8%,4%[9.24 µM],i
